MITF primary – inhibitors of human MITF. inhibition, % at 2.6 µM. AlphaScreen MITF homodimerization, bead proximity signal. hit rate 0.91% among 650,000. O75030. AID 1259374; in the data active means inhibition above about 50%;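 further: 0% = vehicle wells with protein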
Target sequence (O75030 whole entry, looked up): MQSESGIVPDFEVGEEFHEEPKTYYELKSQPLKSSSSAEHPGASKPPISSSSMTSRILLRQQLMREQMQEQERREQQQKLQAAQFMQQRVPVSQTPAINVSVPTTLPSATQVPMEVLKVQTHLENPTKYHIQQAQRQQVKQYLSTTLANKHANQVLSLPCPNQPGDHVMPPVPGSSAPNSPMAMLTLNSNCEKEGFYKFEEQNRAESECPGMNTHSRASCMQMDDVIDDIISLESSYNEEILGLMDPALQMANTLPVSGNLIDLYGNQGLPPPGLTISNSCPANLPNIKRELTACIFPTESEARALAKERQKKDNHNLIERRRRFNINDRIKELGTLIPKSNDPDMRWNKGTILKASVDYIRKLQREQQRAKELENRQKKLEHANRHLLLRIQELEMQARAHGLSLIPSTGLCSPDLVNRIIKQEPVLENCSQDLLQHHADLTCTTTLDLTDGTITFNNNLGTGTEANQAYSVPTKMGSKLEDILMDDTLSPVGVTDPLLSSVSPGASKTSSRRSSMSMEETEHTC
GPR151 ag – human GPR151 activation; Q8TDV0; PathHunter beta-arrestin GPR151 cells, luminescence; activation, % at 11.2 µM; hit rate 1% among 650,000; AID 1508602; in the data active means activation above about 4.9%;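 further: 0% = median of compound wells and 100% = cells with positive control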
Target sequence (Q8TDV0 whole entry, looked up): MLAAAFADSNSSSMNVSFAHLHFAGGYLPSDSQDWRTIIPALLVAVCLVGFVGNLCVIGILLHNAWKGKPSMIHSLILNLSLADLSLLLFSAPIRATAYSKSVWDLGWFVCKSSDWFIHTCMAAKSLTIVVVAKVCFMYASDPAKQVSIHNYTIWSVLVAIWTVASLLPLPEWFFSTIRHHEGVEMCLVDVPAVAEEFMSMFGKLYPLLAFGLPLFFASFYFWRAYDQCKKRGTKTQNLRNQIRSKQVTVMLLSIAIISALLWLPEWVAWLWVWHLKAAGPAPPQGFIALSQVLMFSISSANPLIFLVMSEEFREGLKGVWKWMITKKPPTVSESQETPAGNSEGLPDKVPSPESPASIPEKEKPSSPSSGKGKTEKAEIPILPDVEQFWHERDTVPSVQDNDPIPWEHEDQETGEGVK
TEAD-YAP inh – TEAD-YAP interaction inhibition. HEK-TIYL cells, TEAD-Gal4/YAP UAS-luciferase luminescence. inhibition, % at 9.12 µM. hit rate 1.4% among 640,000; in the data active means inhibition above about 32%;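 further: 0% = median of test compound wells and 100% = reference inhibitor wells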
FBW7 act – activators of human E3 ligase FBW7; Q969H0; AlphaScreen FBW7–phospho-cyclin E peptide binding, activator screen; normalized activity (activation), % at 26.1 µM; hit rate 0.13% among 650,000; AID 1259310; in the data active means normalized activity above about 1.9%;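 further: purified mutant Fbw7 with reduced substrate affinity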
* hit, by the source's call.

SMILES	MITF primary	GPR151 ag	TEAD-YAP inh	FBW7 act
CCn1cc(/C=C2/NC(=O)N(CC(=O)Nc3cccc(C)c3)C2=O)c2ccccc21	16.7	-0.4	-3.4	0.0
COc1ccccc1NC(=O)CC1SCCNC1=O (stereo not given)	6.1	3.0	3.6	0.0
CN(C)C(CNC(=O)Cc1ccc(F)cc1)c1ccsc1 (stereo not given)	14.6	-0.4	-15.2	0.5
CCN1CCN(Cc2ccc(NC(=O)c3ccc4c(c3)N(CC)CCS4)cc2)CC1	0.5	1.8	-6.0	-0.4
CCOC(=O)Cc1ccc(N(Cc2cccs2)S(=O)(=O)c2cccc(Cl)c2)cc1	-4.0	-1.3	1.7	-0.1
Cc1ccnc(N2C(=O)c3ccccc3C2=O)c1	1.9	0.2	-0.6	-0.2
C=CCNCCOc1ccc(Br)cc1C	6.5	-1.1	-13.0	0.1
O=C(Nc1cccc(F)c1)C1CC12CCN(Cc1cccn1-c1ccccn1)CC2 (stereo not given)	-8.3	-0.1	-9.3	-0.1
CC(Sc1c[nH]c2ccccc12)C(=O)O (stereo not given)	-14.2	0.4	-0.3	0.1
CCCCCOC(=O)C1=C(C)NC2=C(C(=O)CC(C)(C)C2)C1c1cc2c(cc1[N+](=O)[O-])OCO2 (stereo not given)	14.2	0.1	4.8	-0.2
OCCC1CN(Cc2ccco2)CCN1Cc1ccc(F)c(F)c1 (stereo not given)	-3.9	-0.9	-8.2	-0.1
O=C1S/C(=C/c2ccco2)C(=O)N1CN1CCCCC1	0.1	-0.9	-9.2	-0.1
NC(C(=O)N1CCC(Nc2ccc3[nH]ncc3c2)CC1)c1ccc(F)cc1 (stereo not given)	5.8	0.7	-4.4	-0.1
CCN(CC)CCCn1c2c(c(SCC(=O)Nc3cc(Cl)ccc3OC)nc1=O)CCC2	-10.1	1.5	-6.4	-0.1
CCc1ccc2nc3sc(C(=O)O)cc3cc2c1	-5.0	-1.2	-20.0	0.1
CC(=O)c1cccc(NS(=O)(=O)c2ccc([N+](=O)[O-])cc2)c1	-21.1	-0.6	2.7	-0.1
COc1ccc(CN(C(=O)CN2C(=O)COc3ccccc32)C2CCCC2)c(OC)c1	1.2	0.4	-7.9	0.1
Cc1ccc(NC(=O)c2cc(S(=O)(=O)NC3CCCC3)ccc2F)cc1Cl	10.8	-0.4	4.4	0.2
O=c1cc(N2CCN(Cc3ccccc3)CC2)[nH]c(=O)n1C1CCCCC1	11.8	-0.5	6.2	0.4
CCOC(=O)C1=C(N)OC2=C(C(=O)CC(c3ccccc3)C2)C1c1cc(OC)ccc1OC (stereo not given)	-6.0	-1.0	-5.5	0.0
COc1ccccc1CNC(=O)C1c2ccccc2Oc2ccccc21	10.3	0.6	1.9	0.1
Cc1c(O)ccc(C(=O)COc2ccccc2F)c1O	12.8	-1.3	-28.1	-0.1
FC(F)(F)c1cccc(N=c2scc(-c3ccc(Cl)cc3)n2CCc2ccccc2)c1	-6.1	-0.7	-7.5	-0.1
COc1cc(C(=S)N2CCOCC2)cc(OC)c1OC(=O)c1ccc(C)cc1	6.6	0.1	7.5	-0.1

Full records from above. Order of screens: MITF primary | GPR151 ag | TEAD-YAP inh | FBW7 act
Record of NC(C(=O)N1CCC(Nc2ccc3[nH]ncc3c2)CC1)c1ccc(F)cc1 (stereo not given) : 5.8 | 0.7 | -4.4 | -0.1
Record of COc1ccccc1CNC(=O)C1c2ccccc2Oc2ccccc21 : 10.3 | 0.6 | 1.9 | 0.1
Record of CCc1ccc2nc3sc(C(=O)O)cc3cc2c1 : -5.0 | -1.2 | -20.0 | 0.1
Record of O=c1cc(N2CCN(Cc3ccccc3)CC2)[nH]c(=O)n1C1CCCCC1 : 11.8 | -0.5 | 6.2 | 0.4

(continued)
SMILES	MITF primary	GPR151 ag	TEAD-YAP inh	FBW7 act
COc1ccc(C(C)NC(=O)Cc2ccccc2)cc1OC (stereo not given)	9.0	-1.5	-0.9	-0.1
Cc1cc(NC(=S)N(Cc2ccc(F)cc2)C2CCCCC2)ccc1Cl	7.2	-2.2	8.2	0.1
O=C(CSc1nc2ccccc2s1)Nc1c(Cl)cccc1Cl	6.9	0.8	-9.5	0.0
COC(=O)CN(c1ccc(Cl)c(Cl)c1)S(C)(=O)=O	11.9	-0.9	-7.0	0.0
CCOC(=O)CCS(=O)(=O)c1ccc(C)cc1	11.7	0.5	-0.3	0.1
CCOC(=O)c1c(NC(=O)CSc2nnc(CNC(=O)c3ccco3)n2-c2ccc(F)cc2)sc2c1CCCC2	-10.9	-0.6	-1.8	-0.3
CCCCOc1ccc(-c2nc(NC(=O)CC)c3c(=O)oc4ccccc4c3n2)cc1	-8.7	0.0	2.2	-0.1
CC(=O)C1=C(O)C(=O)N(Cc2ccccc2)C1c1ccc(Cl)cc1 (stereo not given)	-2.5	-0.2	5.2	0.0
CCCCCOC(=O)Nc1ccc(S(=O)(=O)Nn2cnnc2)cc1	-2.7	-0.3	-2.7	1.0
COc1ccc(NC(=O)/C(=C/c2cccc([N+](=O)[O-])c2)NC(=O)c2cc(Cl)ccc2OC)cc1OC	13.7	-1.0	-12.6	0.0
CC(CCn1cccn1)N1CCC(CO)(Cc2cccc(F)c2)CC1 (stereo not given)	-5.3	-0.1	0.5	0.0
CCc1cc2c(=O)n(CC(=O)NC3CCCCC3)cnc2s1	-7.2	-1.0	-6.7	-0.1
C=CCN1C(=O)/C(=C/c2ccc(OCC(=O)O)c(OCC)c2)SC1=S	7.2	-0.1	-23.6	0.1
CN(C)c1ccc(NC2CC(=O)N(CCc3ccccc3)C2=O)cc1 (stereo not given)	-7.8	-0.9	9.4	-0.3
CCOC(=O)C1=C(C)NC2=C(C(=O)CC(C)(C)C2)C1c1ccc(OCc2ccc(Cl)cc2)c(OC)c1 (stereo not given)	9.9	-0.3	-2.9	0.0
Cc1ccc(C)c(OCCCn2c(C(C)NC(=O)c3ccco3)nc3ccccc32)c1 (stereo not given)	10.8	3.9	9.6	-0.2
Cc1ccc(-c2cc(C(=O)NN)[nH]n2)cc1	14.5	-0.9	-4.0	-0.1
Cc1ncn(-c2ccc(Nc3ncc4cccc(-c5cccc(F)c5)c4n3)cc2)n1	11.5	-0.6	-0.2	0.1
COCCNC(=O)/C(C#N)=C/c1ccc(-c2ccc(OC)cc2[N+](=O)[O-])o1	8.2	-0.2	16.5	0.0
O=S(=O)(Cc1ccccc1)CC(O)COCc1ccccc1 (stereo not given)	16.8	-0.2	13.2	0.7
Cc1ccccc1SCC(=O)Nc1ccc(C(N)=O)cc1	-11.9	-1.6	6.3	-0.2
CC(=O)Nc1nc2ccc(NC(=O)c3ccco3)cc2s1	16.6	-1.0	-32.4	0.8
Oc1c(C(c2ccccc2)N2CCCCC2)sc2ncnn12 (stereo not given)	18.3	-0.9	7.4	0.0
C=C(C1CC1)N(Cc1ccccc1)C(=O)c1ccc(Cl)cc1	9.7	0.1	2.4	0.0
Cc1ccc(S(=O)(=O)N2CCCCC2C(=O)N2CCN(C(c3ccccc3)c3ccccc3)CC2)cc1 (stereo not given)	0.5	0.9	-3.2	-0.1
CCOC(=O)N1CCN(CC(O)COc2cc(C)cc(C)c2C)CC1 (stereo not given)	19.1	-2.0	3.1	0.1
COc1cc2c(cc1OC)C(COc1ccc(F)cc1)N(C(=O)Cc1ccccc1)CC2 (stereo not given)	-0.1	3.0	-13.8	-0.1
Cc1ccc(CNC(=O)C2CCN(S(=O)(=O)c3ccc4c(c3)oc(=O)n4C)CC2)cc1	-3.3	0.7	2.7	0.1
CCOC(=O)c1ccc(S(=O)(=O)Nc2ccc(C)cc2Br)cc1	-9.9	1.3	7.7	-0.1
Cc1sc2ncn(CC(=O)NCC(=O)Nc3ccc4c(c3)OCO4)c(=O)c2c1C	54.9*	-1.7	-7.6	0.4
N[C@H](Cc1cc(F)c(F)c(F)c1)c1nc2ccc(-c3ccncc3)cc2[nH]1	-27.7	2.5	0.4	-0.8
COc1cc(OC)c(OC)cc1/C=N\NC(=O)CCC1C(=O)NN=C1C (stereo not given)	9.7	-1.3	-12.1	-0.1
O=C(CCCCCn1c(=O)[nH]c2ccccc2c1=O)NCCC1=CCCCC1	-11.4	1.9	6.2	0.3
O=C(CSc1nnc2sc3ccccc3n12)Nc1ccc2ccccc2c1	0.1	-0.6	4.5	-0.1
COc1ccccc1CNCC(O)C(F)(F)F (stereo not given)	12.4	-1.4	3.0	0.3
Cc1ccc(S(=O)(=O)NC(C)C(=O)Nc2ccc(C(N)=O)cc2)cc1 (stereo not given)	5.1	0.5	9.2	-0.3
O=C(CN1C(=O)C2CCCN2c2ncc(Cl)cc21)N1CCOCC1 (stereo not given)	-4.1	-1.5	-4.2	0.3
CCOC(=O)Cc1cc(=O)n2[nH]c(C)c(-c3ccc(OC)cc3)c2n1	16.9	-0.7	-4.7	0.2
CC(=O)/C=C\c1ccc(OC(=O)c2cccnc2)cc1	9.9	1.1	4.3	0.1
CC(C)CN1CCN(Cc2cc3ccccc3o2)CC1CCO (stereo not given)	2.2	0.6	4.5	-0.2
Fc1ccc(NC(=S)Nc2ccc(N3CCOCC3)c3nonc23)c(F)c1	11.5	-0.5	-23.6	-0.7
Cc1ccc(CCNC(=O)CCC2(Cc3ccc(F)cc3)CCC(=O)N2)cc1 (stereo not given)	-7.0	1.0	6.0	-0.2
CC1=C(C(=O)C(F)(F)F)CCC(=O)N1C1CCCCCC1	-8.0	0.3	2.1	-0.3
O=C(Nc1sc2c(c1C(=O)O)CCC2)c1cccs1	19.7	-7.8	23.4	0.6
CC(C)CNC(=O)c1ccccc1NC(=O)c1ccc(F)cc1	8.8	-1.4	-4.2	1.2
c1sc(C23CC4CC(CC(C4)C2)C3)nc1C12CC3CC(CC(C3)C1)C2	3.2	1.5	9.1	-0.1
CC(C)[C@H](NC(N)=O)C(=O)Nc1ccc(C23CC4CC(CC(C4)C2)C3)cc1	-0.4	3.5	0.0	-0.1
COc1ccc(NC(=O)c2ccc(COc3ccccc3)o2)cc1	3.7	-5.1	-8.4	0.3
CC(=O)c1ccc(NC(=O)COc2ccccc2C(=O)Nc2ccccc2)cc1	12.9	0.9	5.2	0.1
O=C1CCC(C(=O)N2CCc3c([nH]c4ccccc34)C2c2c(F)cccc2Cl)=NN1 (stereo not given)	-3.3	-0.8	-13.7	-0.1
CN1CCCc2cc(CN3CCc4nnc(-c5ccccc5)n4CC3)ccc21	11.5	0.6	-4.2	0.1
CCC1=NN2C(=N)/C(=C/c3cc(Br)c(OCCOc4ccccc4C)c(OC)c3)C(=O)N=C2S1	2.9	1.5	-2.7	0.0
CC(=O)N1N=C(c2ccc(OC(C)C)cc2)CC1c1ccccc1 (stereo not given)	-0.1	-0.3	-73.6	-0.3
COc1ccc(CCNc2nc(N3CCOCC3)ncc2C)cc1	-1.4	3.6	29.0	-0.1
COc1ccc(C(=O)N/C(=C\c2ccco2)C(=O)NC2CCS(=O)(=O)C2)cc1 (stereo not given)	-11.6	-0.4	-1.0	-0.1
COc1cccc(CN2CCC(N3CCN(c4ccccc4)CC3)CC2)c1OC	55.5*	0.3	5.5	0.0
CN1CCN(CCOCCOc2ccc(C(C)(C)C)cc2)CC1	65.3*	0.6	2.8	-0.1
Cc1ccc(N(C)C(=O)CCc2nc(-c3ccccc3F)no2)cc1C	13.2	0.6	2.6	0.3
Cc1ccc2cc(CN(CCO)C(=O)c3ccc(Cl)cc3)c(=O)[nH]c2c1	54.0*	-0.7	-10.0	0.0
CCN(CC)c1nc(NCCCN2CCCC2=O)nc(Nc2ccc(C(F)(F)F)cc2)n1	2.5	2.0	-11.6	0.1

Two entries from above, field by field:
> CCC1=NN2C(=N)/C(=C/c3cc(Br)c(OCCOc4ccccc4C)c(OC)c3)C(=O)N=C2S1
- MITF primary = 2.9
- GPR151 ag = 1.5
- TEAD-YAP inh = -2.7
- FBW7 act = 0.0
> CCN(CC)c1nc(NCCCN2CCCC2=O)nc(Nc2ccc(C(F)(F)F)cc2)n1
- MITF primary = 2.5
- GPR151 ag = 2.0
- TEAD-YAP inh = -11.6
- FBW7 act = 0.1

New compounds follow:
SMILES	MITF primary	GPR151 ag	TEAD-YAP inh	FBW7 act
CCCOc1ccccc1/C=C1\SC(N2CCOCC2)=NC1=O	-2.9	-2.1	29.3	-0.3
Cc1ccc(S(=O)(=O)N2CCCCCC2)cc1C(=O)Nc1ccc(Br)cc1	2.6	-0.3	7.6	0.2
CCCCc1nnc(NC(=O)Cc2ccc(Cl)cc2)s1	3.4	-0.2	7.5	-0.1
O=C(NCCNc1ccc([N+](=O)[O-])cc1)c1ccccc1Cl	9.5	-0.7	3.5	0.0
Fc1cccc(Cl)c1CSc1nnc2ccc(-c3ccccn3)nn12	5.4	0.7	-2.0	0.1
CCCN1C(=O)/C(=C/c2c(NCCOCCO)nc3ccccn3c2=O)SC1=S	4.7	-1.8	4.8	-0.1
O=S(=O)(NCc1ccco1)c1ccc2ccccc2c1	-6.0	0.1	3.8	-0.5
O=C(c1ccccc1[N+](=O)[O-])N1CCC(Cc2ccccc2)CC1	1.1	0.0	10.7	0.0
CS(=O)(=O)Nc1ccc(-c2n[nH]c(=S)n2-c2ccccc2)cc1	13.9	0.6	3.3	0.1
COc1ccc(CNC(=O)CCCCCn2c(SCC#N)nc3cc4c(cc3c2=O)OCO4)cc1	11.6	0.0	-1.9	0.0
CCOC(=O)Cn1nnnc1CN(CCO)Cc1cc2c(C)cc(C)cc2[nH]c1=O	4.9	-0.7	3.1	-0.1
CC(=O)NC1=NN(C(C)=O)C2(S1)C(=O)N(CCc1ccccc1)c1ccc(C)cc12 (stereo not given)	-9.2	1.2	-0.3	0.0
CCCn1c(N2CCOCC2)nc2c1c(=O)n(C)c(=O)n2C	3.7	0.2	8.9	-0.1
COc1cccc(NC(=O)Nc2nnc(-c3cccc([N+](=O)[O-])c3)s2)c1	5.4	0.8	14.3	-0.2
